USP17 inh: inhibitors of human USP17 deubiquitinase. inhibition, % at 50 µM. purified USP17, Ub-rhodamine cleavage fluorescence, 3 h. Ubiquitin carboxyl-terminal hydrolase 17-like protein 5 (Homo sapiens), A8MUK1. 47,000 tested, 6.5% active
USP10 inh: inhibitors of human USP10 deubiquitinase; Ubiquitin carboxyl-terminal hydrolase 10 (Homo sapiens), Q14694; purified USP10, Ub-rhodamine fluorescence, 60 min; inhibition, % at 20 µM; 47,000 tested, 1.1% active; AID 1645856, 2021
USP28 inh: inhibitors of human USP28 deubiquitinase; purified USP28, Ub-rhodamine cleavage fluorescence, 30 min; inhibition, % at 25 µM; 47,000 tested, 3% active; AID 1645857, 2021
Target sequence (Q96RU2 whole entry, looked up): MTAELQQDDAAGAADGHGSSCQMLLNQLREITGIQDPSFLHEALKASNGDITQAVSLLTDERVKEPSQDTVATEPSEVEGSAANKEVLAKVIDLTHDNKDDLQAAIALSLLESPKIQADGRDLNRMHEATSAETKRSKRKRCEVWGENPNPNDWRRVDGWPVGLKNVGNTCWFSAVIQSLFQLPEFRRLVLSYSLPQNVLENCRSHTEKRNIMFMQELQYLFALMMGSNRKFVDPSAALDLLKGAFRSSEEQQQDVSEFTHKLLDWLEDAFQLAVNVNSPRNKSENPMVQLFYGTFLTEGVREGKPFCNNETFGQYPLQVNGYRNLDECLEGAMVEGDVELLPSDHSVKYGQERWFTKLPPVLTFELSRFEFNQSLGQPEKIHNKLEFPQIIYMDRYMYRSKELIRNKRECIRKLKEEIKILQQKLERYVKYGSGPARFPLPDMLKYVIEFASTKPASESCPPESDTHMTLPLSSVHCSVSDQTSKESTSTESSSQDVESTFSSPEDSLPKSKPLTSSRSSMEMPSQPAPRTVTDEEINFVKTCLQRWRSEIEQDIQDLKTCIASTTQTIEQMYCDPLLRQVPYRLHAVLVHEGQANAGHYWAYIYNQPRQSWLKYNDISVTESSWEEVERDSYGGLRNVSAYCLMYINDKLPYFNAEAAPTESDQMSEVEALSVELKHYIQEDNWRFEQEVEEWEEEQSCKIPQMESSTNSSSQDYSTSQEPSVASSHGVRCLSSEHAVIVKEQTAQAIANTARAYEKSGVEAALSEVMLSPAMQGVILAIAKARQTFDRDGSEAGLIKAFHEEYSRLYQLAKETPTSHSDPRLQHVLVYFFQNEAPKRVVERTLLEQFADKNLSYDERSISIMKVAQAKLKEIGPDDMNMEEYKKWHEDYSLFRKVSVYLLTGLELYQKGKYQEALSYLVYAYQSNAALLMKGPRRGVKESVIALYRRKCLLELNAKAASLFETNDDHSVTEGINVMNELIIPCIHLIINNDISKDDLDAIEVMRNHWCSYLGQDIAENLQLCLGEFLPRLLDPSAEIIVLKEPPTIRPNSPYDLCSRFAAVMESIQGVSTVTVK
OTUD3 block: inhibitors of human OTUD3 deubiquitinase; purified OTUD3, Ub-rhodamine fluorescence, 2 h; inhibition, % at 25 µM; 47,000 tested, 0.7% active; AID 1645858, 2021; OTU domain-containing protein 3 (Homo sapiens), Q5T2D3
UCHL1 inh: inhibitors of human UCHL1 deubiquitinase. AID 1645859, 2021. Ubiquitin carboxyl-terminal hydrolase isozyme L1 (Homo sapiens), P09936. purified UCHL1, Ub-rhodamine cleavage fluorescence. inhibition, % at 20 µM. 47,000 tested, 0.2% active
USP8 block: inhibitors of human USP8 deubiquitinase; 47,000 tested, 4.2% active; inhibition, % at 20 µM; purified USP8, Ub-rhodamine cleavage fluorescence, 30 min
USP30 block: inhibitors of human USP30 deubiquitinase; Ubiquitin carboxyl-terminal hydrolase 30 (Homo sapiens), Q70CQ3; purified USP30, Ub-rhodamine cleavage fluorescence; inhibition, % at 25 µM; 47,000 tested, 5.3% active; AID 1645860, 2021
USP7 inh: inhibitors of human USP7 deubiquitinase; Ubiquitin carboxyl-terminal hydrolase 7 (Homo sapiens), Q93009; purified USP7, Ub-rhodamine cleavage fluorescence; inhibition, % at 20 µM; 47,000 tested, 0.3% active
Numbers without * were called inactive; i = inactive; . = no result given. Cut-off read from the data, not from the text of the source: active = inhibition above about 30%; inactive = the rest. Rows are unselected. About 13% of those tested had a hit in this group.

OTUD3 block,USP17 inh,USP28 inh,UCHL1 inh,USP8 block,USP10 inh,USP7 inh,USP30 block,molecule
-14,-36,-26,-5,-14,-12,-7,-69,Cc1cc(C)n(CC2CN(Cc3ncc(C(C)(C)C)o3)CCO2)n1 (stereo unspecified)
-2,-11,-2,-4,-5,1,-1,-14,COc1ccccc1CC(NC(C)=O)C(=O)NC1CCN(C(=O)c2cccc(C)c2)CC1 (stereo unspecified)
0,-6,-8,-1,-11,-1,4,0,Cn1cc(CN2C[C@H]3C[C@H](C(=O)NC4CCC4)[C@@H](C2)O3)cn1
-2,.,-6,-3,-9,1,0,-17,CCc1cc(C(=O)N2Cc3nccn3CC2c2ccccc2)on1 (stereo unspecified)
2,0,0,1,-6,-1,2,3,Cc1cccc(CN2CCc3nc(N(C)Cc4cccnc4)[nH]c(=O)c3CC2)c1
21,0,41*,6,-10,17,-113,35*,Cn1c(CNS(=O)(=O)c2ccc(Br)cc2)nnc1SCc1ccc(Cl)c(Cl)c1
-5,1,-7,-1,0,-1,2,-4,COc1cccc(C(=O)NCC(c2ccsc2)N2CCN(C)CC2)c1 (stereo unspecified)
-1,.,0,-4,1,-2,-7,1,Cc1ccc(C(=O)C2CC(=O)Nc3c2c(C)nn3-c2ccc(F)cc2F)s1 (stereo unspecified)
13,6,23,2,-8,-1,2,3,Cc1cccc(NC(=O)c2cc(=O)n(C)c3c2c(=O)n(C)c(=O)n3C)c1
-69,-84,-89,-52,-20,-4,-37,-353,CC(C(=O)Nc1cc(Cl)cc(Cl)c1)n1cnc2scc(-c3ccc4c(c3)CCCC4)c2c1=O (stereo unspecified)

Six compounds picked at random from those above:
OTUD3 block,USP17 inh,USP28 inh,UCHL1 inh,USP8 block,USP10 inh,USP7 inh,USP30 block,molecule
-2,.,-6,-3,-9,1,0,-17,CCc1cc(C(=O)N2Cc3nccn3CC2c2ccccc2)on1 (stereo unspecified)
-69,-84,-89,-52,-20,-4,-37,-353,CC(C(=O)Nc1cc(Cl)cc(Cl)c1)n1cnc2scc(-c3ccc4c(c3)CCCC4)c2c1=O (stereo unspecified)
21,0,41*,6,-10,17,-113,35*,Cn1c(CNS(=O)(=O)c2ccc(Br)cc2)nnc1SCc1ccc(Cl)c(Cl)c1
13,6,23,2,-8,-1,2,3,Cc1cccc(NC(=O)c2cc(=O)n(C)c3c2c(=O)n(C)c(=O)n3C)c1
-1,.,0,-4,1,-2,-7,1,Cc1ccc(C(=O)C2CC(=O)Nc3c2c(C)nn3-c2ccc(F)cc2F)s1 (stereo unspecified)
2,0,0,1,-6,-1,2,3,Cc1cccc(CN2CCc3nc(N(C)Cc4cccnc4)[nH]c(=O)c3CC2)c1

Taken from above:
CCc1cc(C(=O)N2Cc3nccn3CC2c2ccccc2)on1 (stereo unspecified) in USP28 inh shows -6
Cc1cc(C)n(CC2CN(Cc3ncc(C(C)(C)C)o3)CCO2)n1 (stereo unspecified) in USP28 inh shows -26

More structures
OTUD3 block,USP17 inh,USP28 inh,UCHL1 inh,USP8 block,USP10 inh,USP7 inh,USP30 block,molecule
12,6,23,4,-3,-1,2,14,O=C(Nc1ccc2c(c1)OCCO2)c1cccc(N2C(=O)CCS2(=O)=O)c1
44*,68*,64*,5,41*,1,4,85*,Cc1cc(C)c(NC(=O)Cn2c(=O)n(Cc3ccccc3)c(=O)c3nn(C)cc32)c(C)c1
-8,-36,-11,-1,-1,-1,2,-18,CC(=O)Nc1ccc(NC(=O)c2ccc(=O)n(Cc3ccccc3)n2)cc1
-9,-88,-5,-5,-11,-3,-8,-58,COC(=O)CC[C@H]1CNC(=O)[C@@H]2[C@@H](CCN2Cc2ccccn2)N1C
5,3,0,1,10,-2,-7,8,Cc1ccccc1OCCSc1nc2ccccc2n1CC(=O)N1CCOCC1
-6,-11,-14,-4,-13,-2,0,-27,Cc1ccccc1NC(=O)Nc1ccnn1C1CCN(C(C)CCn2cccn2)CC1 (stereo unspecified)
20,23,17,1,18,-3,2,31*,O=c1c2cnc(N3CCCC3)nc2ccn1-c1ccccc1
-10,-9,-13,-1,0,-2,-9,-19,Cc1ccc(C(=O)C(C)Sc2nnc(C)n2Cc2ccccc2)cc1 (stereo unspecified)
1,-3,-14,-4,-16,1,-5,6,COc1ccccc1CNC(=O)C1CCCN(c2nc3c(C)cc(C)cc3s2)C1 (stereo unspecified)
6,1,61*,0,7,-6,5,9,Cc1ccc(CNC(=O)Cn2cnc3c(cnn3-c3cccc(Cl)c3)c2=O)cc1
-4,-26,-12,-7,-14,-6,-10,-34,CCOC(=O)Cc1cc(=O)oc2cc(O)ccc12
1,-9,-5,-3,0,-3,0,10,CC(=O)Nc1ccc(Nc2nnc(-n3nc(C)cc3C)c3ccccc23)cc1
-32,-15,-19,-3,-1,-9,-3,-57,CC(=O)c1ccc(N2CCN(C(=O)CSc3cc(=O)n(C)c4ccccc34)CC2)cc1
6,-3,.,3,0,1,5,.,O=C(NCC(=O)N1CCCc2ccccc21)c1ccc2cc[nH]c2c1
-17,-31,-12,-1,-8,-7,-4,-62,O=C(NC1CCCc2ccccc21)c1cc2c(s1)CS(=O)(=O)C2 (stereo unspecified)
-20,-46,-34,2,-45,-3,7,-182,COc1ccc(S(=O)(=O)N2CCC(Nc3nc(C)cc(=O)[nH]3)CC2)cc1
-11,.,-10,-5,-13,0,-4,-16,COc1cc(C2CC(c3cccc(O)c3)=NN2C(C)=O)cc(OC)c1OC (stereo unspecified)
-2,33*,7,0,74*,-4,-3,-1,O=C(C1CCN(S(=O)(=O)c2cc(F)ccc2F)CC1)N1CCc2sccc2C1
-12,-25,-11,-2,-8,-2,0,-31,O=C(NCC(c1ccco1)N1CCCC1)c1cn(-c2ccccc2)nc1-c1cccnc1 (stereo unspecified)
-3,3,0,-1,-9,3,-5,7,Cc1nc(CC(=O)N2C[C@H]3CC(Oc4ccccc4)C[C@H]3C2)cs1 (stereo partly specified)
6,4,6,-8,-14,-11,-7,-53,COc1ccc(Cl)cc1NC(=O)c1oc(C)nc1C
7,21,14,0,-58,2,4,20,O=C(c1cccc(F)c1)N1CCC(c2[nH]nc3nccnc23)CC1
-96,-173,-121,-42,-37,-5,-46,-427,O=C(COC(=O)c1ccc2ccccc2n1)Nc1ccc(F)cc1
5,.,11,0,8,3,5,18,O=C(c1cc(=O)[nH]c(=O)[nH]1)N1CCCCC1c1ncc(Cc2cccc(Cl)c2)o1 (stereo unspecified)
3,4,0,1,14,2,-1,23,CCc1ccc(S(=O)(=O)Nc2ccc3c(c2)CC(=O)N3CC)cc1
15,11,15,5,29,0,6,-2,N#Cc1cc2c(cc1Br)OCO2
6,1,4,2,12,1,5,12,Cc1oc(C2CCN(C(=O)COc3ccccc3)CC2)nc1C(=O)N1CCCCC1
7,8,0,-2,-8,-1,4,-6,CCCCn1c(-c2ccccn2)nc2c1c(=O)[nH]c(=O)n2CCC
0,11,.,1,2,3,0,.,Cc1ccnc(NS(=O)(=O)c2ccc(-c3cc(C)no3)cc2)c1
-2,.,7,0,-12,2,0,0,COc1ccccc1C1CC(=O)Nc2n[nH]c(-c3ccccc3)c21 (stereo unspecified)
14,12,15,2,21,3,2,13,O=C(CN1CCn2c(cnc2C(F)(F)F)C1=O)Nc1ccc(F)cc1
-154,-46,-101,-66,-281,-10,-134,i,COC(=O)c1cc(O)c2ccccc2c1O
24,23,33*,7,13,10,10,33*,COc1ccc(-n2nnc(C(=O)N3CCN(c4ccccc4Cl)CC3)n2)cc1
0,-3,0,-3,-2,0,-23,1,COCc1cc(=O)n2c(n1)N(Cc1ccc(F)cc1Cl)CC2
-180,-164,-249,3,-268,-8,5,i,CCOc1cc(/C=C/C23NC(=O)CCN2c2ccccc2C3(C)C)ccc1OCc1ccccc1 (stereo unspecified)
7,16,12,2,61*,0,0,22,COc1ccc(NC(=O)c2cccc3[nH]cc(CN4CCSCC4)c23)cc1
-114,-103,-107,-37,-18,-5,-31,-483,COc1ccccc1-c1nnc([C@H]2CCN(Cc3ccc(C)o3)C2)o1
2,5,9,7,15,0,5,9,COc1ccc(CC(=O)N2CCC(c3nc4ccccc4cc3C(N)=O)CC2)cc1
-6,-6,3,-2,-13,-3,-6,-5,O=C(Cn1cc(S(=O)(=O)Cc2cccc(Cl)c2)c2ccccc21)N1CCCC1
-58,-64,-59,0,-30,-7,0,-236,Cc1cc(N2CCCC2)ccc1CN1CCCC(c2nnc3n2CCNCC3)C1 (stereo unspecified)

Among those listed so far, two have bromine.
OTUD3 block,USP17 inh,USP28 inh,UCHL1 inh,USP8 block,USP10 inh,USP7 inh,USP30 block,molecule
21,0,41*,6,-10,17,-113,35*,Cn1c(CNS(=O)(=O)c2ccc(Br)cc2)nnc1SCc1ccc(Cl)c(Cl)c1
15,11,15,5,29,0,6,-2,N#Cc1cc2c(cc1Br)OCO2

Later entries.
OTUD3 block,USP17 inh,USP28 inh,UCHL1 inh,USP8 block,USP10 inh,USP7 inh,USP30 block,molecule
-4,-8,-3,-5,-47,-5,-2,-23,Cn1cnc(C(=O)N2CCCC3(COCCN(c4cccnc4)C3)C2)c1 (stereo unspecified)
1,-9,0,1,20,-3,-1,-24,COc1ccc(O)c(C(=O)c2cnc3c(c2)c(C)nn3-c2ccc(C)cc2)c1
0,30,-1,4,86*,2,0,-10,Cc1nn(C)cc1S(=O)(=O)Nc1cnn(Cc2cccc3ccccc23)c1
-4,-25,-8,-5,-9,-4,-2,-14,COc1cc2c(c(OC)c1OC)-c1ccc(NCC(O)c3ccccc3)c(=O)cc1[C@@H](NC(C)=O)CC2 (stereo partly specified)
-1,24,1,1,7,-5,0,-1,Cc1c(C(=O)NCc2ccccc2)nnn1-c1cccc2c1CCN(Cc1ccncc1)C2
-5,3,2,4,4,11,7,5,Cc1cccc(C)c1NC(=O)c1cc(S(=O)(=O)N2CCN(Cc3ccc4c(c3)OCO4)CC2)ccc1F
